RAD54 inh: inhibitors of human RAD54 branch migration. Q92698. RAD54 Holliday junction branch migration, FAM/BHQ fluorescence. inhibition, % at 10.4 µM. 0.14% of 360,000 active. AID 602329;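 active = mean normalized replicate activity at least 40 and at least half of replicates scoring 40 or more; inconclusive = only one of the two criteria met; inactive = mean below 40 and under half of replicates reaching 40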;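 note: 0% = median of neutral control wells and 100% = median of positive control wells; inhibitors cause a drop in the FAM fluorescence signal; in these data hits start at about 50%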
ERAP1 HTS inh: inhibitors of human ERAP1 aminopeptidase. AID 652197. recombinant ERAP1, Leu-AMC fluorescence, 60 min. 0.15% of 340,000 active. inhibition, % at 10.7 µM;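 active = mean replicate inhibition of at least 30%, or all replicates individually reaching that 30% level; inactive = mean below 30% and not every replicate reaching it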;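 note: 0% = neutral control wells and 100% = L-leucinethiol positive control wells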
E-sel inducer: E-selectin induction on HUVECs; activation, % at 7.58 µM; 0.37% of 260,000 active; HUVEC E-selectin immunofluorescence imaging; normalized: neutral wells 0, TNF-alpha wells 100;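 active = mean E-selectin-positive cell signal at least 10% of the positive control, reached in at least 60% of replicates, without over 20% cell loss; inconclusive = no rule given, readout overlaps actives, possibly toxicity-flagged; inactive = the rest, including those meeting only one limit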;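 note: in these data hits start at about 27%; measured in HUVEC primary endothelial cells; signal is the percent of cells scored E-selectin positive by PE staining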
Target sequence (P16581 whole entry, looked up): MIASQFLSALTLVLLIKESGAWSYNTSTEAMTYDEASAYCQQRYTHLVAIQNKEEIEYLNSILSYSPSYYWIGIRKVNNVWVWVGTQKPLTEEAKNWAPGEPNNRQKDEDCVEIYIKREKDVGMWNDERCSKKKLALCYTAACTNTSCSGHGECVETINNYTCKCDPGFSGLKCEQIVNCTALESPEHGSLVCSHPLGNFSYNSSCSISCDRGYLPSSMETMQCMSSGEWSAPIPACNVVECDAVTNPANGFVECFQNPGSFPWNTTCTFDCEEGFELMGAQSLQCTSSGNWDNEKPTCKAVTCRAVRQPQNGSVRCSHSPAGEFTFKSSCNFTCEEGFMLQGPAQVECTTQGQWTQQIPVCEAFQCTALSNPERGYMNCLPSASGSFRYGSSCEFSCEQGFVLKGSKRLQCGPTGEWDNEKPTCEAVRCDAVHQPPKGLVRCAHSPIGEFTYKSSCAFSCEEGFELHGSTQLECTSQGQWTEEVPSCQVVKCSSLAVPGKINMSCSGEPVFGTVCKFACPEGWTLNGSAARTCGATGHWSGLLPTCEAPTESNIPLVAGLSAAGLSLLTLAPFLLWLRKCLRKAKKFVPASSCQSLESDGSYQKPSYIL
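assay system = HUVEC, human umbilical vein endothelial cells | input = 3,000 HUVEC seeded per well | medium = EGM-2 growth medium on 0.1% gelatin-coated wells | dosing = one compound dose added by pin transfer | signal = immunofluorescence imaging | read-out basis = % PE-positive cells | control set = TNF-alpha, DMSO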
PGC1a acetyl inh: lowers PGC1a acetylation signal in U2OS cells. AlphaScreen anti-acetyl-lysine; with virally co-expressed GCN5 acetyltransferase. inhibition, % at 15.6 µM. 0.17% of 350,000 active;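 active = every replicate shows inhibition of at least 40%; inconclusive = mean inhibition at least 40% but some replicate below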;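 note: 0% = neutral control wells and 100% = positive control wells; some results beyond the cut were filed as inactive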
miR-122 sensor: blocks miR-122 activity in Huh7 sensor cells; Huh7 miR-122 Renilla luciferase sensor, 48 h; neutral wells = 0, positive control = 100; activation (reporter increase), % at 12.5 µM; 0.3% of 340,000 active;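 active = mean replicate activation score at least 90 and every replicate individually at or above 90; inconclusive = only one of the two criteria met; inactive = neither criterion met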;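 note: higher luciferase means less miR-122 activity so hits act as miR-122 inhibitors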
RAD52 anneal inh: RAD52 (human) annealing inhibition | P43351 | recombinant RAD52 DNA annealing, FRET fluorescence | inhibition, % at 18.7 µM | 0.46% of 360,000 active | AID 651710;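 active = every replicate showing at least 50% inhibition; inconclusive = mean inhibition at least 50% but not in every replicate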
Target sequence (P43351 whole entry, looked up): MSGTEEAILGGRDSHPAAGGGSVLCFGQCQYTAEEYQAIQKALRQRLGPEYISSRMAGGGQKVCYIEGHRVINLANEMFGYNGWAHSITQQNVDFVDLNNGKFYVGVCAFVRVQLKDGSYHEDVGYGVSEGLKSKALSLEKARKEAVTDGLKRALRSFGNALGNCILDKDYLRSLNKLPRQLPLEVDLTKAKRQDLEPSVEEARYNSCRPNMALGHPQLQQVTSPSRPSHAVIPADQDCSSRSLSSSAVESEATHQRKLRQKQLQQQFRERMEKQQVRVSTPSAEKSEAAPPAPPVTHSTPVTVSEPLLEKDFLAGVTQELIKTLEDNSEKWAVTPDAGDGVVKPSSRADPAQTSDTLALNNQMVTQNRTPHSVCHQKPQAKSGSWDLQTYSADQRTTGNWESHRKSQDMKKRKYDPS
PglD inh: PglD (C. jejuni) enzyme inhibition; purified PglD enzyme, DTNB colorimetric CoA detection; inhibition, % at 12.5 µM; 0.098% of 360,000 active; in the data active = inhibition above about 16%, passing the limit was not always enough; inconclusive = no clear call, values can overlap the other calls; note: strong numbers were not always called active
Cneo AK release: causes C. neoformans cell lysis. adenylate kinase release luminescence, 4 h; normalised: neutral wells 0, clomiphene wells 100. 0.2% of 360,000 active. AID 651654. lysis activity, % at 15 µM;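 active = mean lysis activity across replicates of at least 80%, whatever share of replicates individually reach that level; inactive = mean lysis activity below 80%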
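Material – log-phase Cryptococcus neoformans yeast cells · Input – 5 × 10^6 yeast cells/mL · Medium – fresh YPD growth medium · Doses – single compound concentration per well · Timing – static 4 h at 37 °C with compound, 1 h detection · Detection – adenylate kinase release luminescence · Read-out – signal increase indicating cell lysis · Control set – Clomiphene as positive lysis control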
An asterisk follows results filed as active; u = inconclusive; x = no result given; [ ] = another dose, or the depositor's remark.

Values run as follows: RAD54 inh	ERAP1 HTS inh	E-sel inducer	PGC1a acetyl inh	miR-122 sensor	RAD52 anneal inh	PglD inh	Cneo AK release
> O=C(Nc1nc2ccccc2[nH]1)c1ccc(OC(F)F)cc1
    -1	0	x	x	2	-18	-5	-3
> Cc1cc(-c2nnc(CCC(=O)NCc3ccc(F)c(F)c3)o2)no1
    x	3	6.2	-2	x	-1	x	x
> Cc1nn(C(C)(C)C)c(OC(=O)c2ccc3c(c2)OCO3)c1Sc1ccccc1
    1	x	x	0	-1	x	-1	0
> Cc1cccc[n+]1CC(=O)c1ccc([N+](=O)[O-])cc1
    -2	2	x	-3	-13	-6	2	0
> CCCSc1nnc(CSc2nc3ccccc3s2)n1-c1ccccc1
    1	x	x	-4	1	x	1	11
> Cc1ccc(-c2nn(C)c(=O)c3ccccc23)cc1CN1CCOCC1
    7	x	x	5	-7	x	-7	2
> COc1cccc(C(=O)N2CCN(C3CCC(c4ccccc4)CC3)CC2)c1 (configuration not stated)
    3	x	x	0	23	x	-1	3
> O=C(CN1C(=O)S/C(=C/c2ccc(N3CCOCC3)cc2)C1=O)N1CCOCC1
    -2	x	x	2	-1	x	-1	1
> C[C@H]1CN([C@@H](C)CO)C(=O)Cc2cc(NC(=O)C3CCCCC3)ccc2O[C@@H]1CN(C)C(=O)NC1CCCCC1
    5	0	2.2	2	-3[16.7 µM]	9	3	-1
> CCNC(=O)C[C@@H]1C=C[C@@H](NC(=O)C2CCOCC2)[C@H](CO)O1
    -6	-3	0.5	2	x	-1	-3	3
> Cc1nn(C)cc1S(=O)(=O)N1CCN(c2cccc(Cl)c2)CC1
    -1	-1	0.4	x	x	-6	-2	2
> C[C@H](CO)N1C[C@H](C)[C@H](CN(C)C(=O)Nc2ccc(C(F)(F)F)cc2)OCCCC[C@H](C)Oc2ccc(NS(C)(=O)=O)cc2C1=O
    5	-3	0.0	12	74[16.7 µM]	-27	-2	1
> CC(=O)Nc1ccc(C2=NN(C)C(=NCc3ccccc3)SC2)cc1
    x	2	0.0	-18	x	-5	x	x
> C[C@@H]1CN([C@@H](C)CO)C(=O)c2cc(-c3cccc(C#N)c3)cnc2O[C@@H]1CN(C)Cc1cncnc1
    10	0	0.5	4	3[16.7 µM]	1	-1	1
> CCOc1ccc(N2C(=O)c3cccnc3C2=O)cc1
    2	x	x	2	-4	x	5	-4
> Cc1nn(-c2ccc(F)cc2)c(C)c1CN1CCN(Cc2ccccc2)C(CCO)C1 (configuration not stated)
    1	-2	x	-3	5	-13	-1	0
> CC1=CCC2C(=O)N(c3nc(C)cc(C)n3)C(=O)C2C1 (configuration not stated)
    5	x	-0.6	3	5	x	-2	0
> COc1ccc(-c2cccc(NC(=O)c3cccs3)c2)nn1
    -4	-1	x	x	3	-36	0	-1
> C/C(=N\N=c1/sc2ccccc2n1C)c1ccccn1
    5	10	1.0	6	0	-14	-8	1
> CCOC(=O)C1CCN(CCC(=O)Nc2ccc(Br)cc2)CC1
    5	-4	0.2	-4	4	-16	-5	-2

3 compounds picked at random from those above:
Values run as follows: RAD54 inh	ERAP1 HTS inh	E-sel inducer	PGC1a acetyl inh	miR-122 sensor	RAD52 anneal inh	PglD inh	Cneo AK release
> O=C(CN1C(=O)S/C(=C/c2ccc(N3CCOCC3)cc2)C1=O)N1CCOCC1
    -2	x	x	2	-1	x	-1	1
> CCCSc1nnc(CSc2nc3ccccc3s2)n1-c1ccccc1
    1	x	x	-4	1	x	1	11
> COc1ccc(-c2cccc(NC(=O)c3cccs3)c2)nn1
    -4	-1	x	x	3	-36	0	-1

The main list resumes with the 5 entries that preceded the break.
Values run as follows: RAD54 inh	ERAP1 HTS inh	E-sel inducer	PGC1a acetyl inh	miR-122 sensor	RAD52 anneal inh	PglD inh	Cneo AK release
> Cc1nn(-c2ccc(F)cc2)c(C)c1CN1CCN(Cc2ccccc2)C(CCO)C1 (configuration not stated)
    1	-2	x	-3	5	-13	-1	0
> CC1=CCC2C(=O)N(c3nc(C)cc(C)n3)C(=O)C2C1 (configuration not stated)
    5	x	-0.6	3	5	x	-2	0
> COc1ccc(-c2cccc(NC(=O)c3cccs3)c2)nn1
    -4	-1	x	x	3	-36	0	-1
> C/C(=N\N=c1/sc2ccccc2n1C)c1ccccn1
    5	10	1.0	6	0	-14	-8	1
> CCOC(=O)C1CCN(CCC(=O)Nc2ccc(Br)cc2)CC1
    5	-4	0.2	-4	4	-16	-5	-2
> COc1ccc(C2/C=C\CN(Cc3ccncc3)CC(=O)N2Cc2ccc(F)cc2)cc1 (configuration not stated)
    3	3	0.6	-11	5	-24	1	-1
> CCOC(=O)c1c(C)[nH]c(C(=O)COC(=O)C(C)N2C(=O)C3CCCCC3C2=O)c1C (configuration not stated)
    10	x	x	-25	8	x	0	4
> O=C(CCCCCNC(=S)Nc1ccc(Cl)cc1)C[N+](=O)[O-]
    1	-14	x	28	-6	1	-1	1
> c1ccc(-n2nnnc2-c2cccnc2)cc1
    -6	4	0.7	6	8	8	1	0
> Cc1ccsc1C(=O)N/N=C/C=C/c1ccccc1[N+](=O)[O-]
    2	x	x	-10	-6	x	6	0
> CNC[C@H]1Oc2ccc(NC(=O)NC3CCCCC3)cc2C(=O)N([C@@H](C)CO)C[C@@H]1C
    -10	-2	0.1	0	-2[16.7 µM]	-9	1	0
> COc1cc(NC(=O)CNC(=O)Cn2c(C)cc3ccccc3c2=O)cc(OC)c1OC
    1	1	x	0	7	-8	-6	0
> Cc1ccc(C)c(NC(=S)c2ccc3ccccc3n2)c1
    13	1	x	-1	8	-10	4	-6
> O=C(COC(=O)c1cncc(Br)c1)NCc1cccs1
    1	2	0.4	1	2	-20	-1	-1
> Cc1nc(N)nc(Nc2ccc(Cl)cc2)c1Br
    2	x	x	4	1	x	x	1
> O=C(COc1cc2oc(=O)c3c(c2cc1Cl)CCCC3)NCc1cccnc1
    -10	0	x	-13	-2	-13	-1	2
> CCn1cc(C(=O)O)c(=O)c2cc(F)c(N/N=C/c3ccccc3[N+](=O)[O-])cc21
    -4	2	-1.5	x	-12	-18	-1	-2
> Cc1ncc(CN=Cc2ccc(Cl)cc2)c(N)n1
    -1	-2	0.1	0	-13	-10	15	0
> Nc1ccccc1SCC1CSc2nc3ccccc3c(=O)n21 (configuration not stated)
    -3	3	x	4	-7	-7	0	4
> C[C@@H]1CN([C@H](C)CO)C(=O)c2cc(C3=CCCCC3)cnc2O[C@@H]1CN(C)Cc1ccccc1
    -4	-1	-0.6	u	-4[16.7 µM]	-3	-2	-1
> COC(=O)c1ccc(NC(=O)C2CCCO2)cc1 (configuration not stated)
    -3	x	x	0	-3	x	1	-1
> CCCCN1C(=O)C(=O)N(CC(=O)Nc2sc(C)c(C)c2C(=O)OC)C1=O
    11	-1	u	-8	-2	-1	1	-1
> CCOc1cc(C(=O)OCC(=O)NCc2ccco2)cc(OCC)c1OCC
    1	x	x	-14	-2	x	-5	2
> CC(NC(=O)c1ccccc1)C(=O)N/N=C/c1ccc(O)cc1 (configuration not stated)
    -1	-3	x	x	-12	-4	3	-2
> O=C1NC(c2ccccc2)=NC1(NS(=O)(=O)c1ccccc1)C(F)(F)F (configuration not stated)
    0	x	x	-2	x	x	-5	2
> O=C(C[C@H]1CC[C@H](NS(=O)(=O)c2ccccc2)[C@@H](CO)O1)N1CCc2ccccc2C1
    6	1	0.1	16	x	12	2	-3
> O=C(NCC(c1cccnc1)N1CCN(c2ccccc2F)CC1)c1ccco1 (configuration not stated)
    -7	-10	1.5	16	-4	-7	2	1
> COc1ccc2[nH]cc(C(=O)CN(C)CCc3ccc(OC)c(OC)c3)c2c1
    8	x	x	-15	2	x	1	7
> O=C(NCCS(=O)(=O)N1CCN(c2ccccc2)CC1)C1CC1
    -4	-3	4.1	9	-5	-2	0	-1
> O=C(O)C(Cc1ccccc1)N1C(=O)/C(=C/c2ccccc2)SC1=S (configuration not stated)
    4	x	-2.4	-4	-6	x	-3	-7
> C[C@H]1CN([C@@H](C)CO)C(=O)c2cc(NC(=O)Nc3ccc(F)cc3)ccc2O[C@H]1CN(C)C(=O)Nc1ccc(F)cc1
    9	-1	0.5	-13	6[16.7 µM]	-26	5	51
> N#C/C(=C\c1cccnc1)C(=O)Nc1ccccc1[N+](=O)[O-]
    18	2	-0.9	x	x	-5	0	1
> C[C@@H]1CN([C@@H](C)CO)C(=O)Cc2cc(NC(=O)C3CC3)ccc2O[C@@H]1CN(C)C(=O)NC1CCCCC1
    3	-3	-0.2	14	-4[16.7 µM]	0	2	-3
> CCCS(=O)(=O)N1CCN=C1SCc1cccc(C)c1
    3	x	x	-1	-2	x	-4	5
> CCOc1ccc(CCNC(=O)COC(=O)c2n[nH]c3ccccc23)cc1OCC
    3	6	x	7	-4	-54	-4	0
> CCC(=O)N1[C@@H]2c3ccc(-c4ccccc4OC)c(=O)n3C[C@@H]2[C@@H](CO)[C@@H]1C(=O)NCCCN(C)C
    9	-1	0.1	x	x	4	0	1
> N#Cc1c(-c2ccccc2)c(-c2ccccc2)nn(CC(=O)NNC(=O)Nc2ccc(Cl)cc2)c1=O
    0	0	x	u	31	-6	-1	-2
> CCOC(=O)CN1C(=O)N[C@@H](c2ccc(Br)cc2)C(C(=O)OC)=C1C
    13	x	0.1	x	-27	-13	1	-6
> CCN(CC)S(=O)(=O)c1cccc(C(=O)/C=C2/N(C)c3ccccc3C2(C)C)c1
    8	-2	x	-1	-3	-14	-15	-1
> O=C(C[C@H]1CC[C@@H]2[C@H](COC[C@@H](O)CN2CCc2ccccc2)O1)NCc1ccc(F)cc1
    -3	0	0.3	2	1[16.7 µM]	-1	4	-1
> CO[C@@H]1CN(C)C(=O)c2cc(NC(=O)NC(C)C)ccc2OC[C@@H](C)NC[C@@H]1C
    5	x	0.6	-5	-16[16.7 µM]	x	-1	-6
> CCSc1nnc(NC(=O)c2ccccn2)s1
    -2	x	x	4	2	x	4	-3
> O=S(=O)(c1cccs1)N1CCN(CC(O)COc2cc(Cl)ccc2Cl)CC1 (configuration not stated)
    4	-2	x	5	-6	-2	2	5
> COCC#Cc1cnc2c(c1)C(=O)N([C@@H](C)CO)C[C@@H](C)[C@H](CN(C)C(=O)c1cccnc1)O2
    0	1	0.2	-10	-3[16.7 µM]	3	1	-3
> Cc1cccc(C(=O)NC(=S)Nc2ccc3[nH]c(=O)[nH]c3c2)c1
    x	-2	-0.1	5	x	-5	x	x
> O=c1c2c(nc3nc(NCc4cccc(Cl)c4)[nH]n13)CCC2
    2	0	x	-3	-7	-9	-3	5
> O=C(Nc1cccc(-c2nn[nH]n2)c1)c1csc2c1CCCC2
    -6	x	x	4	-3	x	7	-5
> Cn1ncc2c(NNC(=O)Cc3ccccc3)ncnc21
    -5	x	x	x	-3	x	-1	3

High-throughput results deposited in PubChem BioAssay by Broad Institute.
